# Source: PubChem
# SMN2 splice enh = qHTS Assay for Enhancers of SMN2 Splice Variant Expression. HEK293 SMN2-luciferase splicing reporter, luminescence, 30-36 h. Potency, µM (top dose mostly 46.1 µM), for inactives: top-dose activity change, positive = activation, hits mostly activators. hit rate 2.8% among 210,000; note: % of control where 0% means no effect; nearly all actives have a fitted effect of over 55% in size
#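 qHTS luciferase splicing reporter: luminescence rises when SMN2 exon 7 is included in transfected HEK293 cells. Compound exposure lasted 30-36 h at 37C, with 4.5 mM final sodium butyrate as control, followed by a ONE-Glo read.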
# HTT cytoprotect = qHTS Multiplex Assay to Identify Dual Action Probes in a Cell Model of Huntington: Cytoprotection (ATP); hit rate 0.14% among 230,000; PC12 HTT-Q103 induced, cytoprotection, ATP luminescence, 40 h; Potency, µM (highest dose often 56.4 µM), without a hit: cytoprotection (ATP increase), most hits filed as activators;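 note: % of control where 0% means no effect; nearly all actives have a fitted effect of over 45% in size; toxic huntingtin expression switched on by the ecdysone agonist tebufenozide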
#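 Compounds were screened for protection of PC12 cells against cell death after tebufenozide induction (100 nM final) of mutant Huntingtin exon 1 (Q103) fused to GFP.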
# KDM4E inh = qHTS Assay for Inhibitors of Human Jumonji Domain Containing 2E (JMJD2E); Potency, µM (doses to about 57.1 µM), for the others: top-dose activity change, negative = inhibition, hits mostly inhibitors; JMJD2E catalytic domain, FDH-coupled NADH fluorescence (FDH is formaldehyde dehydrogenase); Lysine-specific demethylase 4E (Homo sapiens), B2RXH2; hit rate 1.6% among 230,000; active = well fitted inhibition curve with a large enough effect, not every such curve was filed as active; inconclusive = small, poorly fitted or top-dose-only effect, or another doubt; inactive = no such curve, though single readings can be large or run the other way;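 note: 0% = wells with enzyme and -100% = buffer wells without enzyme; nearly all actives have a fitted effect of over 50% in size; many of its hits are not listed in these tables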
# Target sequence (B2RXH2 1-337 limits assumed): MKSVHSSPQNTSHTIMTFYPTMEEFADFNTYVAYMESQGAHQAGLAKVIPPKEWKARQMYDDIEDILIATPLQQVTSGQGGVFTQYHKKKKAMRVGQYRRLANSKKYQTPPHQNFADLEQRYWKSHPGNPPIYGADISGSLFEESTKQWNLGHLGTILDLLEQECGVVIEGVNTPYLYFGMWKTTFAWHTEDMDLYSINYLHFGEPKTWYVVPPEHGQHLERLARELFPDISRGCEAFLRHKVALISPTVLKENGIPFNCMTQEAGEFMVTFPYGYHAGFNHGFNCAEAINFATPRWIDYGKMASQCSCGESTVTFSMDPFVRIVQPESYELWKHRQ
# HTT aggregate = qHTS Multiplex Assay to Identify Dual Action Probes in a Cell Model of Huntington: Aggregate Formation (GFP). hit rate 1.1% among 220,000. Potency, µM (highest dose often 46.1 µM), for the others: top-dose activity change, negative = inhibition, usual class: inhibitors. PC12 HttQ103-GFP aggregates, Acumen cytometry, 40 h; note: % is set by controls: 0 for no effect and ±100 for the full control effect; nearly all actives have a fitted effect of over 60% in size
#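 Aggregate formation scored by laser-scanning cytometer (488 excitation, 500–530 emission) in lysed PC12 cells expressing Q103-GFP after 100 nM tebufenozide induction; library tested in dose series, with ATPLite reagent added in the multiplex.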
# ALDH1A1 block = qHTS Assay for Inhibitors of Aldehyde Dehydrogenase 1 (ALDH1A1); Aldehyde dehydrogenase 1A1 (Homo sapiens), P00352; Purified ALDH1A1, NADH fluorescence, propionaldehyde substrate; Potency, µM (doses to about 75.3 µM), for the others: top-dose activity, negative = inhibition, most hits filed as inhibitors; hit rate 7.3% among 220,000; active = well fitted inhibition curve with a large enough effect, not every such curve was filed as active; inconclusive = small, poorly fitted or top-dose-only effect, or another doubt; inactive = no such curve, though single readings can be large or run the other way;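 note: plate controls were no enzyme wells and a reference inhibitor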
# Target sequence (P00352 whole entry, looked up): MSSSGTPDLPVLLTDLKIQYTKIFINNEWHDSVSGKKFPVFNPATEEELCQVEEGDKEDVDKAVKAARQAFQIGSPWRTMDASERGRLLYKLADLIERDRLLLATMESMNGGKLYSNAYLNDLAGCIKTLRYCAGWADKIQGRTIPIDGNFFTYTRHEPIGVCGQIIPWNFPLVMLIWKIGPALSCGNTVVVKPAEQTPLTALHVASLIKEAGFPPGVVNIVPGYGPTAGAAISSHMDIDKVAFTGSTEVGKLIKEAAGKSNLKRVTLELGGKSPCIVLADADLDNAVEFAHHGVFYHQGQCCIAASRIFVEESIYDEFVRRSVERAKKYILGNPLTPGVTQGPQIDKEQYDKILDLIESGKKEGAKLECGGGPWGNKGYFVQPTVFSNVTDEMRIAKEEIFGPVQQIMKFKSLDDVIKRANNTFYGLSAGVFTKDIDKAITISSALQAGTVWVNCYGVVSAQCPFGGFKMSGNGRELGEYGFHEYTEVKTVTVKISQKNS
# Tau FP inhib = qHTS for Inhibitors of Tau Fibril Formation, Fluorescence Polarization; Microtubule-associated protein tau (Homo sapiens), P10636; K18 P301L tau heparin fibrillization, Alexa594 FP, 6 h; Potency, µM (titrated, usually from 57.7 µM), inactives show at the highest dose activity, negative = inhibition, hits mostly inhibitors; hit rate 0.39% among 280,000; AID 1468, 2008; note: % is set by controls: 0 for no effect and ±100 for the full control effect; nearly all actives have a fitted effect of over 55% in size
# Target sequence (P10636 561-689 P618L limits assumed): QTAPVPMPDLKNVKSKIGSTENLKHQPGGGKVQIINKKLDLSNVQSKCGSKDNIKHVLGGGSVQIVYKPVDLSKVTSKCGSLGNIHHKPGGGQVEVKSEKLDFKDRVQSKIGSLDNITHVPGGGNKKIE
#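 FP of Alexa 594-tau after heparin (20 uM) induction. Substrate: human K18 P301L, 15 uM unlabeled, 0.24 uM labeled. Buffer 100 mM sodium acetate pH 7. 6 hr, 37 C.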
# Tau fluor cs = Counterscreen qHTS for Inhibitors of Tau Fibril Formation, Fluorescence Polarization. tau K18 P301L Alexa594 fluorescence, heparin fibrillization. hit rate 0.93% among 280,000. Potency, µM (top dose mostly 57.7 µM), for the others: at the highest dose activity change, negative = decrease; note: % is set by controls: 0 for no effect and ±100 for the full control effect; nearly all actives have a fitted effect of over 55% in size
#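 Human K18 P301L tau (15 uM unlabeled plus 0.24 uM Alexa 594-labeled, final) in 100 mM sodium acetate pH 7 was mixed with compound and 20 uM heparin and incubated 6 hr at 37 C.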
# Tau ThT inhib = qHTS for Inhibitors of Tau Fibril Formation, Thioflavin T Binding | recombinant tau K18 P301L (four-repeat tau fragment), heparin-induced fibrillization, ThT fluorescence | Potency, µM (titrated, usually from 57.4 µM), for the others: top-dose activity, negative = inhibition, hits mostly inhibitors | hit rate 2.1% among 270,000; note: % is set by controls: 0 for no effect and ±100 for the full control effect; nearly all actives have a fitted effect of over 55% in size
#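 Aggregation was driven by heparin (20 uM final) acting on recombinant tau […] bearing P301L in 100 mM sodium acetate pH 7; fibrils were detected with Thioflavin T.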
# Starred values were filed as active, the others as inactive; ? = inconclusive; . = not tested or not shown; & = joins results of further samples; [ ] = another dose, or the depositor's remark. Unless noted, calls come from the whole dose curve; as a rule, active = well fitted curve in the direction sought with a large enough effect; inconclusive = small, poorly fitted or top-dose-only effect, or another doubt; inactive = no such curve, though single readings can be large; an effect the other way counts as inactive or inconclusive. Potency is the fitted concentration of half-maximal effect.
SMILES,SMN2 splice enh,HTT cytoprotect,KDM4E inh,HTT aggregate,ALDH1A1 block,Tau FP inhib,Tau fluor cs,Tau ThT inhib
COc1ccccc1N1CCN(S(=O)(=O)c2c(C)[nH]c(=O)[nH]c2=O)CC1,.,8.4%,-0.5%,10.5%,5.2%,-3.6%,-22.2%,-14.9%
c1cc2c(cc1C1CCCCC1)c1c3n2CCN[C@H]3CCC1,.,-84.6%[inhibitor],-14.6%,.,?,4.5%,-27.0%,?
COC(=O)c1ccc(Cn2nnc3c(=O)[nH]c(C4CCCN(S(=O)(=O)c5ccccc5)C4)nc32)cc1 (stereo unspecified),10.2%,.,.,.,.,-12.4%,-6.1%,5.1%
COc1ccc(S(=O)(=O)N2CCCCC2)cc1-n1cnnn1,.,-8.4%[10 µM],13.0%,-3.7%[9.22 µM],?,7.0%,8.2%,8.3%
Cc1ccc(OCC(=O)NC2CCS(=O)(=O)C2)cc1 (stereo unspecified),-13.3%,9.4%,-7.7%,13.3%,13.4%,-0.2%,-2.0%,-4.9%
O=C(Nc1nc2c(s1)CCCC2)c1cccnc1,.,19.0%,13.6%,-4.9%,11.2µM*,-5.1%,-11.7%,-1.2%
Cn1c(=O)oc2cc(S(=O)(=O)Nc3ccc(Cl)cc3F)ccc21,12.7%,-19.0%,8.2%,-2.5%,-0.6%,9.9%,0.0%,-1.8%
CC(=O)c1ccc(NC(=O)COC(=O)c2nc(Cl)ccc2Cl)cc1,20.8%,-25.5%,5.2%,8.8%,?,-9.3%,-16.1%,?
Cc1ccc(N2C(=O)[C@@H]3[C@H](C2=O)C2CCCN2[C@@H]3C(=O)c2ccccc2)cc1 (stereo partly specified),-3.7%,-25.6%,?,13.7%,?,-13.4%,-10.8%,?
O=C(CCS(=O)(=O)c1ccccc1)N1CCOCC1,?,-18.6%,0.0%,18.8%,-6.7%,9.5%,9.4%,4.7%
COC(=O)c1sccc1NC(=O)NC1CCCCC1,?,-32.2%[inhibitor],-4.7%,-14.4%,-6.3%,-9.5%,-6.6%,-4.3%
N#Cc1ccccc1NC(=O)COC(=O)/C=C/c1cn(-c2ccccc2)nc1-c1ccc(Cl)cc1,-13.4%,-51.1%[inhibitor],1.7%,5.5%,9.4%,0.2%,-11.0%,2.6%
CN(C)[C@H]1C(=O)C(C(=O)NCN2CCCC2)=C(O)[C@]2(O)C(=O)C3=C(O)c4c(O)cccc4[C@@](C)(O)[C@H]3C[C@@H]12,-12.2%[20.6 µM],-2.9%[40.3 µM],11.2µM*,-2.1%[20.6 µM],-1.6%[20.9 µM],.,.,.
Cc1ccc(CC23CN4CCN(CC(C4)C2O)C3)c(C)c1 (stereo unspecified),.,2.5%,3.1%,-7.5%,-0.1%,10.2%,12.2%,5.8%
Cc1cccc(NC(=O)Nc2cccc(C)n2)n1,7.9%,1.0%[10 µM],-1.1%,-4.2%,1.1%,5.4%,0.9%,-4.0%
CC1=C(C(N)=O)C(c2ccccc2)n2nc(-c3ccncc3)nc2N1 (stereo unspecified),5.8%,21.1%,-8.3%,8.0%,6.3%,-7.3%,-6.8%,-0.4%
O=C(Cc1c[nH]c2ccccc12)OCC(=O)c1ccccc1,5.8%,6.0%,1.7%,-2.3%,-0.7%,2.2%,-28.8%,?
COc1ccc(C2Nc3ccccc3C(=O)N2Cc2ccco2)cc1COc1ccc(NC(C)=O)cc1 (stereo unspecified),-32.0%[inhibitor],7.1%[10 µM],?,26.8%,?,7.6%,?,-18.9%
CC#CCN1c2ccccc2[C@]23C[C@@H](C(=O)OC)N(S(=O)(=O)c4ccc(C)cc4)C2=NC(C(=O)OC)=C(C(=O)OC)[C@H]13,0.6%[9.22 µM],-1.8%[10 µM],3.1%[11.4 µM],.,3.8%[13.5 µM],1.4%[11.6 µM],-14.0%[11.6 µM],-5.4%[11.5 µM]
O=C(C1CN(S(=O)(=O)c2ccccc2)CCN1S(=O)(=O)c1ccccc1)N1CCCCCC1 (stereo unspecified),-5.4%,-1.4%,1.0%,-21.3%,-11.0%,3.4%,-1.1%,9.8%
CCOc1ccccc1C1N(c2ccc(OC)cc2)C(=O)C2CCCN21 (stereo unspecified),0.0%,10.2%,1.8%,-17.7%,1.5%,-7.7%,-2.1%,-6.6%
COc1ccc(C(=O)NC(C)(C)C)cc1S(=O)(=O)N1CCCC1,0.0%,-0.2%,2.0%,-5.2%,13.5%,6.7%,-3.7%,-3.9%
O=C(NNC(=O)c1cccc(Br)c1)C(=O)N1CCCCC1,-28.4%,.,6.5%,-4.2%,-7.0%,1.6%,4.2%,6.6%
CSc1ncc(Cl)c(C(=O)Nc2ccc(S(=O)(=O)N3CCOCC3)cc2)n1,-2.6%,-10.1%[0.074 µM],0.1%,-4.4%,-5.0%,-11.0%,-16.4%,-9.1%
Cc1cccc(CNc2ccnc(-c3ccccc3CN(C)C)n2)c1,-50.6%[inhibitor],-20.0%,-5.4%,.,-2.7%,-9.5%,-13.1%,-2.8%
CCOc1ccccc1Nc1nc(-c2sc(NC(=O)c3ccco3)nc2C)cs1,-38.0%[inhibitor],-48.1%[inhibitor],-25.4%,?,-3.7%,7.5%,?,?
COc1ccc(CC(=O)N2CC(=O)Nc3ccc(Br)cc3C2c2ccc(F)cc2)cc1OC (stereo unspecified),2.4%,.,.,.,.,-2.2%,-19.9%,-16.1%
O=C(/C=C/c1ccccc1[N+](=O)[O-])NCc1ccncc1,5.1%,-40.4%,-19.4%,15.1%,?,5.7%,1.7%,3.3%
Cc1ccc(C(=O)N/N=C/c2ccc(N3CCOCC3)cc2)c(C)c1,-11.2%,-15.8%,?,8.0%,-14.1%,1.5%,-8.6%,?
Cc1nnc(-n2ncc(C#N)c2N)c2nn(-c3cccc(Cl)c3)c(C)c12,6.1%,5.9%[10 µM],6.9%,4.4%,3.2%,6.3%,3.2%,?
Cc1ccc(-c2cc(C(=O)n3cnc4ccccc43)c3ccccc3n2)cc1C,21.3%,-99.3%[inhibitor],?,-21.2%,?,-5.4%,-19.5%,?
CC(=O)c1cc2c(cc1NC(=O)C1CC1)OCO2,-40.4%[inhibitor],6.0%[1.9 µM],?,-14.6%,3.2%,1.4%,-1.3%,-8.3%
COc1ccc(CNC(=O)c2cccnc2Sc2ccc(Cl)cc2)cc1,-7.6%,-0.3%[10 µM],2.6%,-2.9%,?,-12.2%,-4.7%,-11.3%
Fc1ccc(CN2CCCCCCC2)cc1F,-3.4%,-7.8%,-0.5%,?,17.8µM*,6.2%,0.4%,-0.3%
O=C(O)CC(CP(=O)(c1ccccc1)c1ccccc1)C(=O)O (stereo unspecified),-4.9%,-14.0%,2.4%,2.2%,4.0%,0.8%,8.4%,2.1%
Cn1c(=O)c2c(nc(SCC(=O)Nc3ccc(F)cc3)n2Cc2ccccc2)n(C)c1=O,-3.7%,.,.,.,.,-17.2%,-23.1%,-8.7%
CC(C)[C@@H](CC(=O)N[C@@H]1CCNC[C@H]1C(=O)N[C@H](CC(=O)N[C@@H](CCC(=O)O)CC(=O)O)Cc1ccccc1)NC(=O)C[C@H](Cc1c[nH]c2ccccc12)NC(=O)[C@@H]1CCCC[C@H]1N,-7.2%,-13.7%[1.9 µM],-3.9%,.,-1.5%,3.9%,-16.8%,-3.5%
COC(=O)c1c(NC(=O)COc2ccc(OC)cc2)sc2c1CCC(C)C2 (stereo unspecified),0.2%,.,.,.,.,-10.0%,-2.2%,0.8%
CC(=O)N(C(C)=O)N1C(=O)C2C3c4ccccc4C(c4ccccc43)C2C1=O (stereo unspecified),-4.2%,-32.6%,0.8%,-11.7%[9.22 µM],2.8%,-14.7%,-0.5%,?
CSc1ccc(NC(=O)Nc2cc(C)ccn2)cc1,1.58µM*,-41.2%&-34.7%[inhibitor][10 µM],16.0%,-8.3%[9.22 µM],-0.1%[13.5 µM],7.0%,?,?
COc1ccc(C)cc1NC(=O)CCNS(=O)(=O)c1cccc2nonc12,-3.9%,.,.,.,.,-0.2%,-17.5%,-8.1%
CC(C)C1Cc2c(C#N)c(N)n(C)c(=S)c2CO1 (stereo unspecified),2.7%,-11.5%,-2.5%,19.6%,-4.1%,1.2%,-20.1%,-18.6%
CCOP(=O)(OCC)C(Nc1ccc(C(=O)O)cc1)c1ccccc1 (stereo unspecified),.,20.8%[10 µM],6.3%,0.6%[9.22 µM],.,-2.4%,-6.8%,-5.0%
CC(C)(C)c1cnnn1-c1ccc(C(=O)CCl)cc1,-15.2%,12.4%[10 µM],-2.6%,-0.4%,0.708µM*,2.2%,4.5%,-6.3%
O=C(CSCc1ccc(Br)cc1)N1CCCC1,-13.8%,-33.1%[inhibitor],0.4%,2.2%,-9.4%,3.0%,-6.7%,-1.6%
COc1ccc(C2=NOC(C(=O)NCc3ccccn3)C2)cc1 (stereo unspecified),20.9%,-5.8%,3.1%,2.9%,2.7%,5.0%,0.6%,-3.4%
CC(=O)NC(Cc1ccccc1F)C(=O)NC1CCN(c2ncccc2[N+](=O)[O-])CC1 (stereo unspecified),.,13.3%[10 µM],-20.1%,-11.1%[9.22 µM],-11.5%,-1.2%,-5.7%,-10.4%
CCOC(=O)c1cnc2c(-c3ccccc3OC)c(C)nn2c1C,-11.0%,.,-4.8%,.,-0.1%,3.1%,-7.2%,-3.9%
O=C(Nc1ccccc1)c1ccc(NCC2CCCO2)c(S(=O)(=O)N2CCOCC2)c1 (stereo unspecified),12.9%,-7.8%,-1.9%,13.6%,?,8.7%,7.3%,8.7%
COc1ccc2[nH]c(=O)c3c(c2c1)OC(C)(C)C=C3,12.0%,?,?,?,-6.5%,-6.0%&-3.2%&-1.9%,-17.6%&-11.7%&-19.4%,-10.2%&-5.9%&-13.3%
CC(=O)N1Cc2ccccc2CC1C(=O)N1CCN(c2ccccc2)CC1 (stereo unspecified),0.7%,-34.7%[inhibitor],-1.8%,3.1%,4.2%,4.3%,-6.8%,-15.1%

# An excerpt; the hit share may differ from the screen's.
